HCV NS3 hel inh – inhibitors of Hepatitis C virus NS3 helicase; hit rate 0.56% among 290,000; inhibition, % at 10.9 µM; AID 1800; NS3 helicase DNA unwinding, Cy5 molecular beacon fluorescence;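 active = inhibition above the mean of all tested compounds plus 3 SD, set per campaign, cut at about 35% in these data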;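 also: 0% = DMSO wells and 100% = thioflavine S control wells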
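Assay system: hepatitis C virus NS3 helicase domain fragment enzyme. Also added: annealed dual-labelled DNA beacon duplex, ATP-started. Timing: 1 h reaction at 25 °C, ATP-initiated. Technique: Cy5 fluorescence at 0 and 60 min, beacon hairpin quenching. Evaluation: % inhibition of unwinding. Replication: one well per compound.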
p-CIP stab down – compounds decreasing mouse p/CIP protein stability | Q05BA5 | F442A p/CIP-EGFP cells, EGFP fluorescence, 16 h | decrease of EGFP signal, % at 10 µM | hit rate 0.01% among 290,000 | AID 1984;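 active = EGFP signal decrease of at least 30% at 10 µM or well 3 SD below plate mean, unless failing retest; inactive = the rest, including hits failing retest or dose response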; also: some compounds called inactive have numbers as strong as hits; many of its hits are not listed in these tables
IDE cell activ – activators of human insulin-degrading enzyme in cells; P14735; HEK cells, FAbeta-B cleavage, fluorescence polarization; 0% vehicle, 100% cell-free pure enzyme wells; activation, % at 5.96 µM; hit rate 0.073% among 340,000;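 active = activation above the mean of all tested compounds plus 3 SD, set per screening campaign, cut at about 17% in these data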
Target sequence (P14735 whole entry, looked up): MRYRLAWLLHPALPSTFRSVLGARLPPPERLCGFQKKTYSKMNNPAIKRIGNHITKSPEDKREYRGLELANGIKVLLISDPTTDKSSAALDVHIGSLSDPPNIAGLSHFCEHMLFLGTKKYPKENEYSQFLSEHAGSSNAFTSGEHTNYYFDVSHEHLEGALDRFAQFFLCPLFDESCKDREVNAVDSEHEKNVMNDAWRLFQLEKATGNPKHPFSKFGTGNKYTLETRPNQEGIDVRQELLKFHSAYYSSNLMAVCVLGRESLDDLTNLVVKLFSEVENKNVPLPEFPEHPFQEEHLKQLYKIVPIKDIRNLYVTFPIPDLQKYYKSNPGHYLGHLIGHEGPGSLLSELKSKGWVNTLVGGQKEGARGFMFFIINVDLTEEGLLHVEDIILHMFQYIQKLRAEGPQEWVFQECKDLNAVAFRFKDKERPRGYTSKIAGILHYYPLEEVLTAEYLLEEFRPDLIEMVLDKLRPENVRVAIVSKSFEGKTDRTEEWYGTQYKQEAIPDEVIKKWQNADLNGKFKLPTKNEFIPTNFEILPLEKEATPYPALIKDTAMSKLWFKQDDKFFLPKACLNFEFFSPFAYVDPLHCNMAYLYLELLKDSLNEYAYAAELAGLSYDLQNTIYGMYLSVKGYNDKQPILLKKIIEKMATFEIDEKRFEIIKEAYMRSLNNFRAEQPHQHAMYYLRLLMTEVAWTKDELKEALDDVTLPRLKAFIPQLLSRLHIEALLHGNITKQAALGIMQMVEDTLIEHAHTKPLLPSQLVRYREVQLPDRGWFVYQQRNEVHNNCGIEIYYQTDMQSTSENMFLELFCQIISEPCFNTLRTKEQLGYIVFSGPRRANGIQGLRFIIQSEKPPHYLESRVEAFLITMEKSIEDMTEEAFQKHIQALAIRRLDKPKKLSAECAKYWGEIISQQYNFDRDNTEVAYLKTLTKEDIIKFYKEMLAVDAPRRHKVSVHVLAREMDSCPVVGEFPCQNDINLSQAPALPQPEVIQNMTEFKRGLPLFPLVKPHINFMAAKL
PfM18AAP inh – blocks P. falciparum M18 aspartyl aminopeptidase | recombinant PfM18AAP, H-Glu-NHMec fluorogenic cleavage | hit rate 1.2% among 290,000 | inhibition, % at 7.35 µM;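 active = inhibition above the campaign mean inhibition over all tested compounds plus 3 SD, cut at about 28% in these data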;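 also: 0% = plate median of test compound wells and 100% = 2 mM ZnCl2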
UBC9 SUMO inh – SUMOylation inhibition. P63279. HTRF SUMOylation assay, SAE1/SAE2 + UBC9, in vitro. inhibition, % at 35 µM. hit rate 0.36% among 290,000. AID 2006; in the data active = inhibition above about 50%, passing the limit was not always enough; also: strong numbers were not always called active
DNA FID counter – displaces DNA intercalator in HCV helicase counter-screen | DNA fluorescent intercalator displacement, fluorescence | inhibition, % at 7.9 µM | hit rate 0.17% among 290,000; in the data active = inhibition above about 37%;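 also: 0% = vehicle and 100% = reference compound; higher means more ethidium bromide displaced from hairpin DNA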
IDE cell inh – inhibitors of human insulin-degrading enzyme in cells. P14735. HEK cells, FAbetaB cleavage, fluorescence polarization. inhibition, % at 5.59 µM. hit rate 0.41% among 320,000. AID 434962;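 active = percent inhibition above the average of all tested compounds plus 3 SD, set per screening campaign, cut at about 16% in these data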;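 also: IDE supplied by intact live HEK cells; FP after avidin binding of uncleaved biotin substrate so inhibition keeps polarization high; 0% = DMSO wells and 100% = 60 µM reference IDE inhibitor Ii1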
IMP-1 inh – blocks Pseudomonas aeruginosa IMP-1 metallo-beta-lactamase | purified IMP-1, nitrocefin hydrolysis, epi-absorbance fluorescence | AID 1556 | inhibition, % at 5.6 µM | hit rate 0.45% among 290,000;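 active = inhibition above the mean plus 3 SD of all compounds in the same screening run, cut at about 4.5% in these data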;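 also: 0% = IMP-1 with DMSO and 100% = DMSO wells lacking enzyme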
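Test system: recombinant IMP-1 enzyme, purified / Medium: HEPES buffer pH 7.1 with ZnSO4 and Brij 35 / Doses: single dose, 5.6 µM / Times: 25 °C, 15 min preincubation, 25 min reaction / Detection: Epi-absorbance via hydrolysed-nitrocefin quenching of white-plate fluorescence, 480/530 nm, EDTA stop / Evaluation: percent inhibition from optical density relative to buffer-blank wells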
VIM-2 inhibitor – inhibitors of Pseudomonas aeruginosa VIM-2 metallo-beta-lactamase | purified VIM-2, nitrocefin hydrolysis, epi-absorbance fluorescence | hit rate 0.89% among 290,000 | AID 1527 | inhibition, % at 5.6 µM;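 active = inhibition above the mean of all tested compounds plus 3 SD, cutoff set per screening run, cut at about 7.5% in these data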;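 also: red hydrolysis product quenches plate fluorescence so inhibitors raise well fluorescence; 0% = enzyme with DMSO and 100% = DMSO without enzyme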
* hit, by the source's call; · = not tested or not shown. The order is random (roughly 3.6% active in at least one column).

molecule	UBC9 SUMO inh	IDE cell inh	HCV NS3 hel inh	p-CIP stab down	PfM18AAP inh	IDE cell activ	IMP-1 inh	VIM-2 inhibitor	DNA FID counter
COc1ccc(/C=N/NC(=O)c2cccc(Br)c2)cc1COc1ccccn1	15	2	5	4	-2	-1	-2.1	-3.1	-31
COc1ccc(NC(=O)C2CC(=O)N=C(N)S2)cc1 (stereo not given)	8	-2	5	-11	3	1	-3.9	-5.0	5
COc1ccc(-n2c(=S)[nH]c3cc(C(=O)Nc4cc(OC)c(OC)c(OC)c4)ccc3c2=O)c(OC)c1	-3	2	-9	-6	2	4	-1.4	-0.3	-37
O=C(CNC(=O)c1cccs1)OCc1c(F)cccc1Cl	-2	9	3	6	0	1	-4.9	-2.9	-3
CCOC(=O)C1(Cc2ccc(Cl)cc2)CCN(Cc2ccon2)CC1	0	6	-17	-4	6	9	-1.9	-2.0	-12
COc1ccc(-c2oc3ccc(N4CCOCC4)cc3c2/C=C/c2ccc(OC)c(OC)c2)cc1	46	-4	6	-1	14	4	-3.3	-3.0	-33
Cc1cc2cc(C)c(NCCNC(=O)c3cccs3)nc2cc1C	-14	5	-59	-4	-1	-1	-4.3	2.9	19
O=C(CSc1nncs1)NC1CCCc2ccccc21 (stereo not given)	13	3	0	-22	1	1	-2.8	-0.4	-1
O=C(NCCc1ccc(Cl)cc1)c1ccc(NC2=NC3CS(=O)(=O)CC3S2)cc1 (stereo not given)	0	2	-6	4	-3	-3	-1.8	0.5	-13
Cc1cc(/C=C2\C(=N)N3N=C(C(C)C)SC3=NC2=O)c(C)n1Cc1ccccc1	21	4	1	-6	-1	-1	-4.9	-3.8	-29
NS(=O)(=O)c1ccc(NC(=O)COC(=O)CCc2c[nH]c3ccccc23)cc1	-2	-6	-3	6	16	0	-2.5	3.0	-1
NC(=S)N/N=C/c1ncc(C(F)(F)F)cc1Cl	9	-5	4	-1	10	·	-2.9	-3.7	-2
Cc1ccc(S(=O)(=O)N2CCCCC2)cc1	17	-1	-3	-9	-1	4	-2.1	-1.2	-5
OC(c1ccccc1)c1nc2ccccc2s1 (stereo not given)	18	5	1	5	-1	5	-2.4	-1.4	-2
O=C(O)CCNS(=O)(=O)c1ccc2ccccc2c1	10	0	1	-12	-11	8	-1.2	1.3	-1
COc1ccc(S(=O)(=O)N(C)CC(=O)Nc2cccc(C(C)=O)c2)cc1	-9	-3	0	-9	7	-2	-3.5	-1.1	-11
O=C1CNC(=S)N1CCCn1ccnc1	14	-8	1	-8	10	-3	2.3	-1.2	2
COc1ccc(CCC(=O)Nc2c(C)n(C)n(-c3ccccc3)c2=O)cc1	20	-1	-4	2	3	6	-1.2	-1.1	0
CN(C)/C(CN1CCN(C=O)CC1)=C1\N=C(c2ccccc2)OC1=O	22	4	0	-13	2	4	-1.2	-1.6	-14
COCCn1c(SCC(=O)Nc2cc(Cl)ccc2OC)nc2c(c1=O)SC(C)C2 (stereo not given)	-14	1	-3	-10	5	-1	-3.9	-1.9	-28
COc1cc(Br)c(C2C(C#N)=C(N)Oc3n[nH]c(-c4cccnc4)c32)cc1OC (stereo not given)	11	7	2	-44	-7	6	-3.0	-2.5	-2
O=c1[nH]c(C2CCN(S(=O)(=O)c3ccc4c(c3)OCCO4)CC2)nc2c1nnn2Cc1ccc(F)cc1	19	-1	-20	-7	-9	-1	-1.1	-0.1	-37
CC(C)NC(=S)NC(=O)/C=C/c1ccc(F)cc1	-13	-4	28	-1	4	1	-3.1	-2.0	-11
CCCCN(CC)CCNC(=O)c1cn(C)c(=O)c2c1c1ccccc1n2C	3	3	-11	-4	7	-6	-5.1	5.8	6
CCc1ccc(-c2nc(CS(=O)CC(=O)O)c(C)o2)cc1 (stereo not given)	29	-4	-1	-1	17	18*	3.1	-0.3	-8
Cc1ccc(S(=O)(=O)Nc2cccnc2Oc2ccc(Cl)cc2)cc1	-11	-7	33	-13	10	-5	-2.4	-3.4	-25
O=C(CCCNC(=O)c1ccc(Cl)cc1)NCc1ccccc1F	17	-8	6	-18	-4	4	-1.9	-2.5	-9
Cc1cccc(NC(=O)c2cc(NC(=O)c3ccco3)ccc2Cl)n1	-10	0	-6	-6	0	-1	-5.9	-2.2	-13
CC12CN3CCN(CC(C3)C1(O)CN1CCOCC1)C2 (stereo not given)	9	8	1	-9	-8	1	-0.2	-0.5	7
CCOC(=O)C1=C(C)Nc2ccccc2N=C1NC(=O)Cc1ccc(Br)cc1	-1	3	-18	-3	3	6	-2.1	-2.4	-2
CC1=NN(c2ccc(N)cc2)C(=O)C1	8	-3	-3	9	-11	7	-2.2	-3.8	-12
Cc1cccc[n+]1CC(=O)/C=C1\N(C)c2ccccc2C1(C)C	17	4	6	-10	-1	3	-2.2	-2.7	-1
Cc1nnc(NC(=O)CSc2nnc(Cc3ccccc3)n2-c2ccccc2)s1	-5	2	4	3	1	-5	-3.0	-3.3	-7
Cc1nc(COC(=O)c2c(C)nn(-c3ccccc3)c2C)cs1	3	3	4	2	-1	2	-0.6	-0.2	-27
CCCCOc1ccc(C(=O)NCC(=O)NC2CCN(Cc3ccccc3)CC2)cc1	-6	-1	-10	1	0	4	-5.0	-3.9	16
S=c1[nH]nc(C2CC2)n1Cc1ccccc1	12	4	19	10	15	3	-3.7	47*	-6
COC(=O)Nc1ccc2c(c1)N(C(=O)CCCl)c1ccccc1S2	-17	·	-17	8	0	2	-0.3	-2.2	-21
CCSc1nnc(NC(=O)CN2C(=O)C3CC=CCC3C2=O)s1 (stereo not given)	-1	1	-4	-4	-8	5	-3.3	-1.2	-7
CC(C)[C@H](NC(=O)c1cc2cc(Cl)ccc2n1C)C(=O)N1CCC(C(=O)O)CC1	-1	2	8	-2	-1	0	-1.3	-1.7	-33
COc1ccc(C(=O)Nc2cc3c(cc2N2CCCCC2)n(C)c(=O)n3C)cc1OC	14	5	-3	5	5	-3	-0.9	-2.1	-34
Cc1ccc2oc(=O)c3cc(C(=O)NCCN4CCN(C)CC4)sc3c2c1	2	3	2	4	9	2	-2.1	12*	13
CCCCN(CC)CCCNC(=S)Nc1ccc2nc3n(c(=O)c2c1)CCCCC3	8	3	-8	-4	-1	4	-0.2	-3.7	8
CCn1ncc(Br)c1C(=O)Nc1ccc(Cl)cn1	2	-5	3	11	2	6	1.6	-7.0	-4
O=C(O)C1=NN(c2ccccc2)C(=O)C1	15	4	9	4	13	-2	-2.4	-1.4	-7
CC1(C)Cc2c(sc3nc(C4CC4)n(N)c(=O)c23)CO1	20	-1	-5	5	-3	5	-3.0	1.9	-3

A run of entries of the results above:
molecule	UBC9 SUMO inh	IDE cell inh	HCV NS3 hel inh	p-CIP stab down	PfM18AAP inh	IDE cell activ	IMP-1 inh	VIM-2 inhibitor	DNA FID counter
COc1ccc(/C=N/NC(=O)c2cccc(Br)c2)cc1COc1ccccn1	15	2	5	4	-2	-1	-2.1	-3.1	-31
COc1ccc(NC(=O)C2CC(=O)N=C(N)S2)cc1 (stereo not given)	8	-2	5	-11	3	1	-3.9	-5.0	5
COc1ccc(-n2c(=S)[nH]c3cc(C(=O)Nc4cc(OC)c(OC)c(OC)c4)ccc3c2=O)c(OC)c1	-3	2	-9	-6	2	4	-1.4	-0.3	-37
O=C(CNC(=O)c1cccs1)OCc1c(F)cccc1Cl	-2	9	3	6	0	1	-4.9	-2.9	-3

Following part:
molecule	UBC9 SUMO inh	IDE cell inh	HCV NS3 hel inh	p-CIP stab down	PfM18AAP inh	IDE cell activ	IMP-1 inh	VIM-2 inhibitor	DNA FID counter
COC(=O)c1ccccc1-c1ccc(/C=N/NC(=O)c2cc3ccccc3o2)o1	-2	5	38*	-2	13	-3	-2.8	-0.9	-45
N=c1c(S(=O)(=O)c2ccc(Cl)cc2)cc2c(=O)n3ccccc3nc2n1Cc1cccnc1	33	-1	-2	-2	-16	2	0.2	5.6	1
CNC(=O)c1cc(C(=O)c2ccc(C(F)(F)F)cc2)c[nH]1	4	-1	-2	-2	-8	1	-1.9	0.3	-7
Cc1ccc(-n2c(C)cc(/C=C3/SC(=O)N(CC(=O)N4CCOCC4)C3=O)c2C)nc1	31	6	9	1	0	·	-1.9	-1.3	-4
CCN1CCN(S(=O)(=O)c2ccc(S(=O)(=O)N(CC)Cc3ccccc3)cc2)CC1	-3	-1	-43	-20	-7	3	-3.0	-0.3	13
CC(C)NC(=O)c1ccc(COc2cc(Cl)ccc2Cl)o1	11	-2	-11	-15	5	1	-0.1	-1.6	-26
Cc1cc(C(=O)N2CCCC(N3CCN(c4ccccc4C)CC3)C2)nc(C)n1 (stereo not given)	-6	8	1	-7	-6	0	-4.7	-3.2	-23
CCOC(=O)N1CCN(CC(O)COc2cc(C)cc(C)c2)CC1 (stereo not given)	-4	4	-3	4	-6	4	-1.6	-3.5	-17
CCCCSc1nc(C(=O)O)cc(=O)[nH]1	-7	-2	-8	-4	5	-5	-2.9	-3.5	-2
CCN(CC)CCCN1C=C2C(=O)C(C)(OC(=O)CCc3ccccc3)C(=O)C=C2C=C1c1ccc(C#N)cc1 (stereo not given)	20	-2	·	-7	·	-2	·	·	·
COCc1c(C(=O)OC/C(O)=C(\C#N)c2nc3ccccc3[nH]2)oc2ccccc12	34	2	-5	-5	0	·	-4.2	-0.3	-1
CC(C)c1nnc(NC(=O)CCCC(=O)O)s1	-8	4	25	-7	-3	2	-1.8	-5.0	-9
Cc1cc(C)cc(NC(=O)Cn2nnc3ccccc3c2=O)c1	-12	6	-6	25	5	1	-3.1	-5.2	4
CCN(CC)S(=O)(=O)c1cc(C(=O)Nc2cccnc2Cl)ccc1Cl	12	-1	2	2	-1	-2	-0.4	-0.2	-2
COc1cccc(NC(=O)c2ccc(CN3CCOCC3)cc2)c1	-29	4	5	-6	1	-3	-0.1	-3.1	7

Single entries from the results shown.
p-CIP stab down with Cc1ccc(-n2c(C)cc(/C=C3/SC(=O)N(CC(=O)N4CCOCC4)C3=O)c2C)nc1 : 1
HCV NS3 hel inh with N=c1c(S(=O)(=O)c2ccc(Cl)cc2)cc2c(=O)n3ccccc3nc2n1Cc1cccnc1 : -2
DNA FID counter with CC(C)NC(=O)c1ccc(COc2cc(Cl)ccc2Cl)o1 : -26
UBC9 SUMO inh with CCN(CC)CCCN1C=C2C(=O)C(C)(OC(=O)CCc3ccccc3)C(=O)C=C2C=C1c1ccc(C#N)cc1 (stereo not given) : 20
